# Rv3671c inh – inhibits the M. tuberculosis serine protease Rv3671c; P9WHR9; inhibition, % at 5.96 µM; 320,000 tested, 0.048% active; in the data active = inhibition above about 38%;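 note: extracellular domain of Rv3671c used as enzyme; 0% = enzyme with DMSO and 100% = no enzyme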
# Target sequence (P9WHR9 whole entry, looked up, the tested form may be a part): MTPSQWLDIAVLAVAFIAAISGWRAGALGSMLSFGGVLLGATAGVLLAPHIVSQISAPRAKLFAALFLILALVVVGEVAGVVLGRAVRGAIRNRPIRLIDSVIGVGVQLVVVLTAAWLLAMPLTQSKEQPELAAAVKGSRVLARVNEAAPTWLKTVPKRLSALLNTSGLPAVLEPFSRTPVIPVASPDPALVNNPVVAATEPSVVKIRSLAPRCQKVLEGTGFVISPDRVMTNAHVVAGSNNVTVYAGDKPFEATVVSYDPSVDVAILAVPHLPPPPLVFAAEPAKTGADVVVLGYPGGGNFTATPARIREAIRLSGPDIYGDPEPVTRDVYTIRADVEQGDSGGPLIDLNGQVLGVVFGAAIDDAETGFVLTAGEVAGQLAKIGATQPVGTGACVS
# MazF activator – activators of E. coli MazEF toxin-antitoxin RNase | P0AE70 | FAM/BHQ RNA-DNA oligo cleavage fluorescence, 5 h | activation, % at 20 µM | 350,000 tested, 0.32% active; in the data active = activation above about 50%
# Target sequence (P0AE70 whole entry, looked up): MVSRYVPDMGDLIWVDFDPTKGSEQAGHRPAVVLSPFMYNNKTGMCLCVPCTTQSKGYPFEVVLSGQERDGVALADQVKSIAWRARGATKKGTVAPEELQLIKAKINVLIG
# GDH-TPI inh – counter-screen for M. tuberculosis FBA inhibitors: GDH-TPI coupled enzymes. 360,000 tested, 1.2% active. GDH-TPI coupled enzyme counterscreen, NADH absorbance. AID 588335. inhibition, % at 4.8 µM; in the data active = inhibition above about 30%;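 note: 0% = DMSO wells and 100% = wells lacking the enzyme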
# BioA inh – BioA (M. tuberculosis) enzyme inhibition; purified M. tuberculosis BioA enzyme, plate reader; inhibition, % at 9.99 µM; 360,000 tested, 0.096% active; in the data active = inhibition above about 40%; inconclusive = no clear call, values can overlap the other calls
# Mtb FBA inh – inhibits M. tuberculosis FBA enzyme | P9WQA3 | purified M. tuberculosis FBA, fluorescence read-out | inhibition, % at 1 µM | 360,000 tested, 2.3% active | AID 588726; in the data active = inhibition above about 27%;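 note: 0% = vehicle and 100% = reference inhibitor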
# FadD28 FP inh – blocks FadD28 binding to the bisubstrate probe. AID 588549. fluorescence polarization. 360,000 tested, 0.22% active. inhibition, % at 12.5 µM; in the data active = inhibition above about 8.5%, passing the limit was not always enough; inconclusive = no clear call, values can overlap the other calls
# UGM FP inh – blocks M. tuberculosis UGM enzyme | purified UGM, fluorescence polarization probe displacement | P9WIQ1 | inhibition, % at 10 µM | AID 504406 | 320,000 tested, 0.06% active; in the data active = inhibition above about 10%, passing the limit was not always enough; inconclusive = no clear call, values can overlap the other calls
# Target sequence (P9WIQ1 whole entry, looked up): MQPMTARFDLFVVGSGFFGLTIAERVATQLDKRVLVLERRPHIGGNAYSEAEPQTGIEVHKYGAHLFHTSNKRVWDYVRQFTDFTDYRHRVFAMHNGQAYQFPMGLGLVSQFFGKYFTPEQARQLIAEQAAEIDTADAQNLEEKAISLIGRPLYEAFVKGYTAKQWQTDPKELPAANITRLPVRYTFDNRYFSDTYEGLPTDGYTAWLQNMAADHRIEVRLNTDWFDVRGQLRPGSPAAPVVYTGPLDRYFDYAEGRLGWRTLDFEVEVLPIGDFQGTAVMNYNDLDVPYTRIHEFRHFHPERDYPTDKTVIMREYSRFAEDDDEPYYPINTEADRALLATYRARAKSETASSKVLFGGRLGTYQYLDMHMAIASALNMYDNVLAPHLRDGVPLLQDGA
# PrPC TRFRET – inhibitors of human cell surface prion protein PrPC | P04156 | inhibition, % at 13.8 µM | 370,000 tested, 0.43% active | TR-FRET read-out | AID 720596; in the data active = inhibition above about 24%; note: 0% = median of the test wells and 100% = reference compound wells
# BoNT-F LC inh – blocks Botulinum neurotoxin F light chain protease; Multiplex microsphere protease cleavage assay, flow cytometry; inhibition, % at 10 µM; 360,000 tested, 0.22% active; AID 588497; in the data active = inhibition above about 35%, passing the limit was not always enough; inconclusive = no clear call, values can overlap the other calls; note: plate controls were buffer without enzyme for full effect and enzyme alone for no effect
# Active calls of the source: *; ? = inconclusive; . = no result given; & = joins results of further samples.
SMILES,Rv3671c inh,MazF activator,GDH-TPI inh,BioA inh,Mtb FBA inh,FadD28 FP inh,UGM FP inh,PrPC TRFRET,BoNT-F LC inh
CNC(=O)CSc1nc2cc(S(=O)(=O)Nc3ccc(OC)cc3)ccc2o1,-2.3,3.9,-1.4,2.4,-1.1,-3.8,-2.5,7.1,-1.7
CCc1cccc(C)c1Nc1nc2ccccc2n2cnnc12,1.6,-7.2,14.7,-1.1,0.2,-4.0,0.9,13.6,-15.5
CC(=O)COc1ccc2c(-c3ccccc3)cc(=O)oc2c1C,-3.3,-6.7,17.1,11.7,2.5,-1.2,1.0,-8.5,23.4
COc1ccc2oc(C(=O)OCC(=O)N3CCC(C)CC3)c(C)c2c1,-8.0,6.3,12.4,0.4,44.3*,-1.8,-2.7,-4.2,3.4
CCCOc1cccc(C(=O)N2CCN(C(=O)C3CCCO3)CC2)c1 (stereo not given),1.4,4.9,1.4,0.8,-0.8,-0.7,6.0,-4.2,-3.1
CC(C)(CNC(=O)c1ccccc1F)CNC(=O)c1ccccc1F,2.8,4.5,1.9,-1.4,0.6,-0.6,-4.7,-5.9,-0.1
CC(C)NC(=O)COc1ccc2c(c1)C(=O)CC(C)(C)O2,4.9,9.7,9.1,-0.2,71.3*,0.0,6.8,3.5,3.7
CCOC(=O)Cc1csc(N/N=C/c2ccccc2)n1,0.2,4.6,28.5,.,3.4,-0.9,2.6,-3.1,-4.7
O=c1cc(-c2ccc(O)c(O)c2)oc2cc(O)c([C@@H]3O[C@H](CO)[C@@H](O)[C@H](O)[C@H]3O)c(O)c12,-2.3,11.0,20.5,-1.4,-0.6,2.8,0.8,-11.3,-4.0
Cn1cccc1C(=O)OCc1cc(-c2ccco2)on1,2.1,2.6,2.8,2.1,-1.7,-3.5,-2.8,2.1,-1.8
CC(C)(C)NC(=O)c1cccc2c1OC(C)(C)C2,-0.5,3.9,0.0,.,4.9,-1.0,-0.3,12.7,-1.8
COc1ccc2c(c1)[C@H]1[C@H](CO2)[C@H](c2ccccc2)[C@]2(C)C(=O)Nc3cc(C)ccc3C(=O)N12,-24.8,5.1,-3.1,-1.8,1.4,-3.3,4.3,6.7,-17.9
CC1(C(=O)NS(=O)(=O)c2ccccc2)CCN1C(=O)c1ccccc1 (stereo not given),.,.,3.9,-1.7,0.9,-0.7,.,-1.6,-4.9
CCC(=O)c1ccc(OCC(=O)Nc2cccc(S(=O)(=O)N(C)c3ccccc3)c2)cc1,-60.8,-22.9,4.6,-2.8,-0.2,1.6,-1.2,14.5,-2.0
O=C1c2cccnc2C(=O)N1C1CCCCC1,-0.7,3.1,-11.2,-2.0,-1.8,-1.3,2.6,-5.8,1.7
COC(=O)C(C(C)=O)C1=C/C(=N\S(=O)(=O)c2ccc(C)cc2)c2ccccc2C1=O (stereo not given),-17.0,8.3,2.4,3.9,3.4,-1.4,2.0,.,-4.6
O=C(Nc1ccccc1)C(=O)Nc1cccnc1,1.2,3.8,4.1,-1.5,-0.9,-0.5,-2.2,1.1,5.0
CCn1c(SCC(=O)N/N=C/c2c[nH]c3ccccc23)nnc1-c1ccc(C(C)(C)C)cc1,7.4,9.2,20.8,.,-3.8,-4.9,1.2,1.6,1.6
C=CCn1c(SC(C)C(=O)NCc2ccc3c(c2)OCO3)nc2scc(-c3ccccc3)c2c1=O (stereo not given),-19.1,-3.4,8.7,-1.2,-1.4,0.4,0.3,2.2,1.1
CC(NC(=O)Nc1ccccc1F)C(C)(C)C (stereo not given),-1.2,0.8,0.0,.,-1.8,-0.6,-0.6,0.7,0.8
C/C(=N\Nc1ccc(Cl)c(C(=O)O)c1)c1ccc2c(c1)OCO2,6.8,-0.8,3.8,0.1,0.5,-3.2,-2.1,5.0,-4.1
CCOC(=O)N1CCN(CC(=O)Nc2ccc(OC)cc2)CC1,3.0,-1.4,1.8,-0.8,-0.1,-3.2,-0.3,3.4,-1.0
C1CCc2c(nnc3c2-c2nonc2CC3)C1,-2.2,6.6,-3.7,.,1.6,0.7,3.3,-22.4,-1.6
COC(=O)c1ccc(Nc2nc(-c3ccncc3)nc3ccccc23)cc1,-13.8,-39.4,7.2,-1.3,3.5,0.7,1.7,-14.4,1.9
O=C(Nc1ccc(Cl)c(Cl)c1)OCCNC(=O)c1cccc(Cl)c1,-35.2,12.7,0.8,.,-1.3,-7.0,0.6,5.7,-9.9

# Other results
SMILES,Rv3671c inh,MazF activator,GDH-TPI inh,BioA inh,Mtb FBA inh,FadD28 FP inh,UGM FP inh,PrPC TRFRET,BoNT-F LC inh
C=CCOC(=O)C1=C(C)NC(C)=C(C(=O)OCC=C)C1c1cn(-c2ccccc2)nc1-c1ccco1,5.9,-3.8,4.7,.,9.9,-0.3,3.1,1.4,-7.5
COC(=O)C1=C(C)N(Cc2ccco2)C(=O)C1,5.9,8.8,-2.2,-2.9,1.2,0.5,-3.0,-0.4,-2.7
COc1cccc(NC(=O)CCNC(=O)Cn2ccc3ccccc3c2=O)c1,0.3,10.5,6.7,.,3.1,0.4,-0.1,-4.1,-1.8
COC(=O)CC1Oc2ccccc2N(Cc2ccccc2)C1=O (stereo not given),-10.0,-0.5,3.0,-0.5,1.1,-0.7,-0.7,-3.2,-14.9
CN(/C=C/C(=O)C(F)(F)F)Cc1ccccc1,-6.1,-0.5,32.4*,-3.0,-1.1,-1.1,-0.7,-4.4,-4.2
CC(CN1C(C)CCCC1C)OC(=O)c1ccccc1Br (stereo not given),0.8,0.0,8.8,-2.3,-0.3,0.7,-0.3,8.7,16.3
CC(=O)CSc1ccc(C(=O)O)cn1,-3.9,-3.8,0.0,0.5,-0.9,-3.3,0.2,4.7,2.5
O=C(Cn1c(=O)oc2ccccc21)Nc1ccc(S(=O)(=O)N2CCCCC2)cc1,-31.8,-5.0,-2.7,0.4,2.5,0.9,-2.8,2.6,2.1
COCCN(C(=S)Nc1ccccc1C)C(C)c1cccs1 (stereo not given),0.4,1.9,2.3,9.9,1.4,1.0,-1.3,5.0,-7.5
CC(C)c1ccc(C(C)NC(=O)C2CCCC2)cc1 (stereo not given),-5.1,-34.8,-10.4,0.0,-2.7,-3.1,2.1,3.1,-0.1
CCCCn1c(SCC(=O)c2ccc3c(c2)OCCO3)nnc1-c1ccco1,-0.1,-3.9,6.8,-2.6,0.0,-2.4,-2.8,2.3,9.8
CC(N)c1csc(Nc2ccc(C(=O)NCCO)cc2)n1 (stereo not given),.,.,-1.8,-0.2,0.3,-3.7,.,-7.8,-2.5
CCCOc1ccc(C(=O)NCc2cccnc2)cc1,2.8,3.2,5.3,0.8,1.9,0.9,0.4,-0.4,-2.0
CCCCNc1c(-c2cccc(SC3CCCCC3)c2)nc2ccc(Cl)cn12,-1.0,-11.4,7.2,-2.0,1.6,0.4,0.5,6.8&0.9,-12.2&-4.7
Cc1ccc(-n2nc(C)c(/C=N/NC(=O)c3cccnc3)c2Cl)cc1,-10.3,5.3,0.8,24.4,-0.3,-5.3,-6.7,0.1,-2.1
Cn1cc(/C=C(\NC(=O)c2ccccc2)C(=O)NCCCn2ccnc2)c2ccccc21,.,-3.2,44.2*,3.7,-2.4,-1.7,.,-4.1,-11.4
O=C(C1CCCN(S(=O)(=O)c2ccccc2[N+](=O)[O-])C1)N1CCCC1 (stereo not given),-1.1,-3.8,2.9,.,-1.8,-3.8,1.8,2.4,-8.3
CN(Cc1ccccc1)C(=S)NC(=O)C1CCCCC1,0.6,5.0,4.5,-0.9,2.0,-0.9,-1.2,9.8,-11.3
CC(C)CC(CO)N1CCN(C(=O)c2ccccc2)CCC1=O (stereo not given),-1.1,5.8,3.5,1.2,2.6,1.0,-0.7,-0.4,-6.6
Cc1cc(=S)nc(-c2ccccn2)[nH]1,-3.2,0.0,2.9,.,-3.0,-0.5,-1.0,4.3,-14.2
CCOc1ccc(/C=C2/SC(=S)N(CCC(=O)Nc3ccc(C(=O)O)cc3)C2=O)cc1,-4.3,-21.5,3.1,0.7,3.9,0.7,1.5,0.9,?
COc1ccccc1NS(=O)(=O)c1cccc(NC(=O)c2[nH]c(C)c(C(C)=O)c2C)c1,-48.9,-4.3,6.9,.,-0.7,-18.1,0.8,4.0,1.6
Cc1noc(NS(=O)(=O)c2ccc(NC(=O)C(C)(C)C)cc2)c1C,-11.0,4.2,9.7,-0.4,1.2,0.5,-1.0,7.4,-1.8
COc1ccc(C(=O)Nc2ccccc2N2CCOCC2)cc1S(=O)(=O)N1CCCC1,0.7,-1.0,5.4,1.9,1.8,-3.5,-0.5,-7.9,-4.8
CCC12CN3CC(CC)(CN(C1)C3c1ccc(OC(C)C)cc1)C2=O (stereo not given),-7.3,-1.2,-6.6,-0.9,0.7,-3.6,2.6,3.4,-8.2

# One compound at a time (already shown). Values in the order: Rv3671c inh	MazF activator	GDH-TPI inh	BioA inh	Mtb FBA inh	FadD28 FP inh	UGM FP inh	PrPC TRFRET	BoNT-F LC inh
# `O=C(Cn1c(=O)oc2ccccc21)Nc1ccc(S(=O)(=O)N2CCCCC2)cc1` reads -31.8	-5.0	-2.7	0.4	2.5	0.9	-2.8	2.6	2.1
# `CCCCNc1c(-c2cccc(SC3CCCCC3)c2)nc2ccc(Cl)cn12` reads -1.0	-11.4	7.2	-2.0	1.6	0.4	0.5	6.8&0.9	-12.2&-4.7
# `CC(CN1C(C)CCCC1C)OC(=O)c1ccccc1Br` (stereo not given) reads 0.8	0.0	8.8	-2.3	-0.3	0.7	-0.3	8.7	16.3
# `COc1ccc(C(=O)Nc2ccccc2N2CCOCC2)cc1S(=O)(=O)N1CCCC1` reads 0.7	-1.0	5.4	1.9	1.8	-3.5	-0.5	-7.9	-4.8
# `COc1ccccc1NS(=O)(=O)c1cccc(NC(=O)c2[nH]c(C)c(C(C)=O)c2C)c1` reads -48.9	-4.3	6.9	.	-0.7	-18.1	0.8	4.0	1.6

# The list continues:
SMILES,Rv3671c inh,MazF activator,GDH-TPI inh,BioA inh,Mtb FBA inh,FadD28 FP inh,UGM FP inh,PrPC TRFRET,BoNT-F LC inh
CC(=O)c1cccc(NC(=O)c2cc(C)no2)c1,3.3,5.3,-2.4,3.3,2.0,-2.1,0.2,-5.5,1.5
CCc1nc2ccc(F)cc2c(C(=O)NC2CCCCC2C)c1C (stereo not given),-3.7,-1.5,8.7,0.7,1.3,-3.0,-1.6,-0.2,-2.2
COc1ccc(S(=O)(=O)Nc2cc3c4c(c2)CCN4C(=O)CC3)cc1C,-3.1,9.6,7.2,.,-2.1,-1.4,-1.0,5.9,-10.0
COc1ccc(S(=O)(=O)N2CCN(CC(=O)Nc3sccc3C(N)=O)CC2)cc1OC,4.6,3.6,17.5,-1.0,3.5,-1.1,-0.9,3.8,2.7
CCOC(=O)C1CCN(c2c(NCc3ccc(N(C)C)cc3)c(=O)c2=O)CC1,6.3,6.5,0.5,0.5,0.1,-1.2,0.3,-4.5,-2.1
Cc1ccc(CNc2oc(COc3ccccc3Cl)nc2C#N)cc1,-2.6,-18.7,8.7,-0.7,0.2,-0.7,1.8,7.2,-11.9
Cc1ccc(S(=O)(=O)NCC(=O)OCC(=O)N2CCN(C(=O)c3ccco3)CC2)cc1C,-2.6,-2.0,-3.6,-1.0,1.7,?,.,-1.2,-3.4
CC1(Cc2ccc(F)cc2)C(=O)Nc2c(Cl)ccc(Cl)c21 (stereo not given),.,.,3.5,2.7,-2.5,-4.1,.,13.1,0.5
O=C(COc1ccc(-n2ccnc2)cc1)Nc1cccc(F)c1,-3.5,0.1,10.1,7.3,6.1,-1.8,-0.2,11.5,-4.7
Cc1c(NC(=S)N/N=C/c2ccc([N+](=O)[O-])cc2O)c(=O)n(-c2ccccc2)n1C,22.6,-1.8,48.1*,.,-12.1,-0.1,1.4,4.0,-1.8
CN(C)CCO[C@@H](c1ccc(Cl)cc1)c1ccccn1,2.0,-0.1,17.3,-1.8,3.3,-0.1,0.3,-6.2,?
COc1ccc(-c2nn(-c3ccccc3)cc2C#N)cc1,-4.5,10.1,5.9,0.2,0.0,-1.1,-0.5,-4.4,-2.7
Cc1ccc(C)c(OCCC(=O)Nc2ccc(S(=O)(=O)N3CCCC3)cc2)c1,-10.6,-1.9,4.8,-0.5,-0.9,0.7,.,-6.0,10.6
O=C(NNC(=O)C1COc2ccccc2O1)c1cccc([N+](=O)[O-])c1 (stereo not given),-1.3,-1.0,-1.3,.,-1.1,-2.3,-0.4,-5.2,-5.6
